Growth percent in the NCI-60 one-dose screen (48 h, 10 µM unless noted): 100 = growth as untreated, 0 = no growth, -100 = all killed.
MDA-MB-468: MDA-MB-468 breast cancer; 78,000 compounds, 8.5% hits
BT-549: BT-549 breast cancer | AID 1794793 | 78,000 compounds, 4.4% hits
T-47D: T-47D breast cancer; AID 1794792; 79,000 compounds, 5% hits
MALME-3M: MALME-3M melanoma | AID 1794766 | 78,000 compounds, 5.8% hits
HS 578T: HS 578T breast cancer; 78,000 compounds, 4.1% hits; AID 1794788
MDA-MB-231: MDA-MB-231 breast cancer; 81,000 compounds, 5% hits
MCF7: MCF7 breast cancer. 82,000 compounds, 6.3% hits. AID 1794796
LOX IMVI: LOX IMVI melanoma. 79,000 compounds, 7.4% hits
Starred values were filed as active, the others as inactive; & = joins results of further samples. Rule for the calls: active = growth percent below 10; inactive = the rest.

Results for COc1ccc(C(=O)C[n+]2cccc3ccccc32)cc1 ?
MDA-MB-468: 98&96; BT-549: 91&115; T-47D: 89&95; MALME-3M: 93&90; HS 578T: 97&90; MDA-MB-231: 114&94; MCF7: 102&89; LOX IMVI: 98&94

Results for Cc1cc(C=O)c(C)c2c1[nH]c1ccccc12 ?
MDA-MB-468: 68; BT-549: 89; T-47D: 101; HS 578T: 107; MDA-MB-231: 90; MCF7: 85; LOX IMVI: 82

What do the screens show for `CCN(CC)Cc1cc(Nc2c3ccc(Cl)cc3nc3c(C)cccc23)ccc1O`?
MDA-MB-468: -67*; BT-549: -54*; T-47D: -71*; MALME-3M: -87*; HS 578T: -24*; MDA-MB-231: -49*; MCF7: -62*; LOX IMVI: -85*

Results for CC(C)c1ccc(S(N)(=O)=O)cc1 ?
MDA-MB-468: 105; BT-549: 93; MALME-3M: 104; HS 578T: 86; MDA-MB-231: 99; MCF7: 92; LOX IMVI: 93

How did N#Cc1ncc(-c2ccc(C(F)(F)F)cc2)c(NC2CCCCCC2)n1 do in these assays?
MDA-MB-468: -8.3*; BT-549: 50; T-47D: 7.7*; MALME-3M: -49*; HS 578T: 46; MDA-MB-231: 56; MCF7: 14; LOX IMVI: 33

What do the screens show for `O=c1/c(=C/c2c[nH]c3ccccc23)sc2nc3ccccc3n12`?
MDA-MB-468: 95; BT-549: 82; T-47D: 98; MALME-3M: 94; HS 578T: 97; MDA-MB-231: 90; MCF7: 88; LOX IMVI: 102

Results for CC(C)OC(=O)Nc1ccc(-c2ccc(NC(=O)OC(C)C)cc2Cl)c(Cl)c1 ?
MDA-MB-468: 102; BT-549: 111; T-47D: 95; MALME-3M: 90; HS 578T: 108; MDA-MB-231: 91; MCF7: 85; LOX IMVI: 88

What do the screens show for `CCCCCCCCCCCC(=O)OCCN`?
MDA-MB-468: 111; BT-549: 96; T-47D: 104; MALME-3M: 114; HS 578T: 113; MDA-MB-231: 97; MCF7: 114; LOX IMVI: 87

What do the screens show for `O=c1nc(Nc2ccc([N+](=O)[O-])cc2O)sc2ccccc12`?
MDA-MB-468: 34; BT-549: 51; T-47D: 31; MALME-3M: 31; HS 578T: 27; MDA-MB-231: 52; MCF7: 18; LOX IMVI: 41

How did CC(=O)Nc1ccccc1[N+](=O)[O-] do in these assays?
MDA-MB-468: 103; BT-549: 102; MALME-3M: 100; HS 578T: 106; MCF7: 95; LOX IMVI: 96

Results for Cc1c(CNC(=O)CN2CCN(c3ccccc3)CC2)nn(-c2ccccc2)c1CC(C)C ?
MDA-MB-468: 88; BT-549: 110; T-47D: 80; MALME-3M: 103; HS 578T: 98; MDA-MB-231: 101; MCF7: 92; LOX IMVI: 94

What do the screens show for `COc1ccc(/C=C/C(=O)c2cc(C(=O)/C=C/c3ccc(OC)cc3)n3cccc(C)c23)cc1`?
MDA-MB-468: 98; BT-549: 107; T-47D: 79; MALME-3M: 119; HS 578T: 104; MDA-MB-231: 99; MCF7: 91; LOX IMVI: 99

Results for COC(=O)CC1CC1c1ccc2ccccc2c1 (stereo unspecified) ?
MDA-MB-468: 101; BT-549: 103; T-47D: 100; MALME-3M: 98; HS 578T: 112; MDA-MB-231: 101; MCF7: 95; LOX IMVI: 104

Results for CCC(C#N)C1=CCCCC1 (stereo unspecified) ?
MDA-MB-468: 121; BT-549: 104; T-47D: 101; MALME-3M: 96; HS 578T: 144; MDA-MB-231: 111; MCF7: 94; LOX IMVI: 110

Results for O=[N+]([O-])c1cccc(/C=N/NC(=S)NC23CC4CC(CC(C4)C2)C3)c1 ?
MDA-MB-468: 82; BT-549: 100; T-47D: 89; MALME-3M: 60; HS 578T: 68; MDA-MB-231: 70; MCF7: 67; LOX IMVI: 76

What do the screens show for `CCCC(C)C(=O)OC1CCCC1` (stereo unspecified)?
MDA-MB-468: 104; BT-549: 129; T-47D: 120; MALME-3M: 98; HS 578T: 122; MDA-MB-231: 109; MCF7: 95; LOX IMVI: 101

Results for CSc1c2ccccc2nc2[nH]c3ccccc3c12 ?
MDA-MB-468: 104; BT-549: 98; T-47D: 94; MALME-3M: 100; HS 578T: 100; MDA-MB-231: 92; MCF7: 75

Results for Cc1nc2c(cnn2-c2ccccc2)c(=O)n1-c1ccc(NC(=O)c2ccc(Cl)cc2)cc1 ?
MDA-MB-468: 16; BT-549: 64; T-47D: 28; MALME-3M: 67; HS 578T: 80; MCF7: 53; LOX IMVI: 67

How did c1ccc(C2Oc3ccccc3C3CC(c4ccco4)=NN32)cc1 (stereo unspecified) do in these assays?
MDA-MB-468: 142; BT-549: 106; T-47D: 104; MALME-3M: 103; HS 578T: 96; MDA-MB-231: 99; MCF7: 97; LOX IMVI: 98

How did COC(=O)Nc1nc2ccc(C3(c4ccc(F)cc4)OCCO3)cc2[nH]1 do in these assays?
MDA-MB-468: 23; BT-549: 47; T-47D: 47; MALME-3M: 31; HS 578T: 38; MDA-MB-231: 30; MCF7: 16; LOX IMVI: 45

7 compounds drawn at random from the list so far:
What do the screens show for `COc1ccc(/C=C/C(=O)c2cc(C(=O)/C=C/c3ccc(OC)cc3)n3cccc(C)c23)cc1`?
MDA-MB-468: 98; BT-549: 107; T-47D: 79; MALME-3M: 119; HS 578T: 104; MDA-MB-231: 99; MCF7: 91; LOX IMVI: 99

Results for Cc1nc2c(cnn2-c2ccccc2)c(=O)n1-c1ccc(NC(=O)c2ccc(Cl)cc2)cc1 ?
MDA-MB-468: 16; BT-549: 64; T-47D: 28; MALME-3M: 67; HS 578T: 80; MCF7: 53; LOX IMVI: 67

How did CC(=O)Nc1ccccc1[N+](=O)[O-] do in these assays?
MDA-MB-468: 103; BT-549: 102; MALME-3M: 100; HS 578T: 106; MCF7: 95; LOX IMVI: 96

Results for COC(=O)CC1CC1c1ccc2ccccc2c1 (stereo unspecified) ?
MDA-MB-468: 101; BT-549: 103; T-47D: 100; MALME-3M: 98; HS 578T: 112; MDA-MB-231: 101; MCF7: 95; LOX IMVI: 104

Results for COc1ccc(C(=O)C[n+]2cccc3ccccc32)cc1 ?
MDA-MB-468: 98&96; BT-549: 91&115; T-47D: 89&95; MALME-3M: 93&90; HS 578T: 97&90; MDA-MB-231: 114&94; MCF7: 102&89; LOX IMVI: 98&94

How did c1ccc(C2Oc3ccccc3C3CC(c4ccco4)=NN32)cc1 (stereo unspecified) do in these assays?
MDA-MB-468: 142; BT-549: 106; T-47D: 104; MALME-3M: 103; HS 578T: 96; MDA-MB-231: 99; MCF7: 97; LOX IMVI: 98

Results for O=[N+]([O-])c1cccc(/C=N/NC(=S)NC23CC4CC(CC(C4)C2)C3)c1 ?
MDA-MB-468: 82; BT-549: 100; T-47D: 89; MALME-3M: 60; HS 578T: 68; MDA-MB-231: 70; MCF7: 67; LOX IMVI: 76

New compounds follow.
How did S=c1[nH]nc(Cc2ccccc2)c(=S)[nH]1 do in these assays?
MDA-MB-468: 95; BT-549: 109; T-47D: 90; MALME-3M: 98; HS 578T: 101; MDA-MB-231: 113; MCF7: 96; LOX IMVI: 94

How did CC1(C)CC2=NOS3=C2C(=NO3)C1c1ccccn1 (stereo unspecified) do in these assays?
MDA-MB-468: 97; BT-549: 101; T-47D: 92; HS 578T: 103; MDA-MB-231: 103; MCF7: 98; LOX IMVI: 97

What do the screens show for `CC(C)c1[nH]ncc1-c1nc2ccc3[nH]ncc3c2c2c1CCCC2`?
MDA-MB-468: 69; BT-549: 27; T-47D: 47; MALME-3M: 53; HS 578T: -1.1*; MDA-MB-231: 36; MCF7: 20; LOX IMVI: 24

How did CCOC(=O)C(=O)NC1CC=CCC1c1ccc2c(c1)OCO2 (stereo unspecified) do in these assays?
MDA-MB-468: 102; BT-549: 108; T-47D: 102; MALME-3M: 99; HS 578T: 108; MDA-MB-231: 100; MCF7: 98; LOX IMVI: 99

What do the screens show for `CCOc1ccc(C(CC)Oc2ccc(C(=O)O)cc2C(F)(F)F)nc1` (stereo unspecified)?
MDA-MB-468: 113; BT-549: 107; T-47D: 95; MALME-3M: 107; HS 578T: 108; MDA-MB-231: 111; MCF7: 101; LOX IMVI: 100

How did COc1cccc(/C=C2\N=C(C)N(CCc3ccc(S(N)(=O)=O)cc3)C2=O)c1 do in these assays?
MDA-MB-468: 113; BT-549: 100; T-47D: 97; MALME-3M: 98; HS 578T: 99; MDA-MB-231: 104; MCF7: 95; LOX IMVI: 97

Results for COc1ccc(-c2cnc(C(N)=O)c(=O)[nH]2)cc1 ?
MDA-MB-468: 99; BT-549: 124; T-47D: 109; HS 578T: 116; MDA-MB-231: 117; MCF7: 100; LOX IMVI: 100

Results for COc1ccc(C(Cc2ccccc2)NC(C)(C)CNC(C)C)cc1 (stereo unspecified) ?
MDA-MB-468: 96; BT-549: 90; T-47D: 85; MALME-3M: 88; HS 578T: 96; MDA-MB-231: 95; MCF7: 93; LOX IMVI: 92

What do the screens show for `CC1=CC(=O)C(/C(C)=N/NC(=O)c2ccccc2NC(=O)c2ccc(F)cc2)C(=O)O1` (stereo unspecified)?
MDA-MB-468: 103; BT-549: 116; T-47D: 90; MALME-3M: 95; HS 578T: 95; MDA-MB-231: 92; MCF7: 82; LOX IMVI: 98

Results for N#Cc1c(-c2ccc(Cl)cc2)n2cnnc2[nH]c1=O ?
MDA-MB-468: 101; BT-549: 105; T-47D: 109; MALME-3M: 103; HS 578T: 109; MDA-MB-231: 99; MCF7: 104; LOX IMVI: 100

What do the screens show for `CC(C)CNc1nc(C#N)nc(NCC(C)C)n1`?
MDA-MB-468: 51; BT-549: 100; T-47D: 71; MALME-3M: 118; HS 578T: 101; MDA-MB-231: 112; MCF7: 83; LOX IMVI: 98

What do the screens show for `COC(=O)C(=C\c1ccc2c(c1)OCO2)/C(=C/c1ccc2c(c1)OCO2)C(=O)OC`?
MDA-MB-468: 111; BT-549: 95; T-47D: 89; MALME-3M: 101; HS 578T: 106; MDA-MB-231: 107; MCF7: 97; LOX IMVI: 91

What do the screens show for `O=C(Nn1c(NCC(=O)N2c3ccccc3Sc3ccccc32)nnc1-c1ccc(O)cc1)c1ccccc1`?
MDA-MB-468: 104; BT-549: 98; T-47D: 99; MALME-3M: 95; HS 578T: 108; MDA-MB-231: 95; MCF7: 108; LOX IMVI: 91

Results for COc1ccc(OC)c(NCc2nnc(-c3ccc(OC)c(OC)c3)o2)c1 ?
MDA-MB-468: 95; BT-549: 91; T-47D: 88; MALME-3M: 112; HS 578T: 85; MDA-MB-231: 91; MCF7: 85; LOX IMVI: 95

How did COc1ccc2nc(-c3cc(-c4cc(OC)c(OC)c(OC)c4)n[nH]3)[nH]c2c1 do in these assays?
MDA-MB-468: -8.6*; BT-549: 3.6*; T-47D: -31*; MALME-3M: -40*; MDA-MB-231: 36; MCF7: -6.4*

How did COc1cccc(C2CC(=O)Nc3c(-c4ccc(F)cc4)nsc32)c1 (stereo unspecified) do in these assays?
MDA-MB-468: 54; BT-549: 91; T-47D: 73; MALME-3M: 68; HS 578T: 98; MDA-MB-231: 91; MCF7: 88; LOX IMVI: 93

How did O=C(CSc1nnc(-c2ccc(Cl)cc2)o1)Nc1ccc(C(=O)/C=C/c2ccccc2)cc1 do in these assays?
MDA-MB-468: 99; BT-549: 100; T-47D: 107; MALME-3M: 106; HS 578T: 101; MDA-MB-231: 99; MCF7: 53; LOX IMVI: 85

What do the screens show for `Cc1ccccc1NCCOC(=O)Nc1ccccc1Cl`?
MDA-MB-468: 106; BT-549: 83; T-47D: 92; MALME-3M: 102; HS 578T: 106; MDA-MB-231: 110; MCF7: 108; LOX IMVI: 103

Results for O=C(CN1CCN(c2cc(=O)[nH]c3ccc(F)cc23)CC1)Nc1ccc([N+](=O)[O-])cc1 ?
MDA-MB-468: 90; BT-549: 82; T-47D: 71; MALME-3M: 93; HS 578T: 95; MDA-MB-231: 91; MCF7: 67; LOX IMVI: 78

What do the screens show for `Cn1c(C#N)ccc1-c1cccc(N2C(=O)NC(C)(C)C2=O)c1`?
MDA-MB-468: 119; BT-549: 118; T-47D: 101; MALME-3M: 106; HS 578T: 109; MDA-MB-231: 108; MCF7: 94; LOX IMVI: 103

How did O=C(Nc1ccc(CN2CCc3nc4cc(O)c(O)cc4cc32)cc1)Nc1ccc(Cl)c(Cl)c1 do in these assays?
MDA-MB-468: 84; BT-549: 112; T-47D: 89; MALME-3M: 108; HS 578T: 91; MDA-MB-231: 93; MCF7: 82; LOX IMVI: 98

What do the screens show for `CCN1CCC2(CC1)OC(c1ccccc1)C(c1ccccc1)O2` (stereo unspecified)?
MDA-MB-468: 102; BT-549: 110; T-47D: 103; HS 578T: 115; MDA-MB-231: 122; MCF7: 100; LOX IMVI: 91

How did NCc1ccccc1O do in these assays?
MDA-MB-468: 94; BT-549: 112; T-47D: 108; MALME-3M: 99; MDA-MB-231: 116; MCF7: 99; LOX IMVI: 106

Screens (PubChem)
